Assay outcomes as filed in PubChem BioAssay.
NCI-60 one-dose screen, 48 h, at 10 µM unless noted. Numbers give growth in % (100 = growth as untreated, 0 = no growth, -100 = all killed).
UO-31: UO-31 renal cancer; actives 5.2% (n = 81,000); AID 1794768
TK-10: TK-10 renal cancer cells. AID 1794769. actives 3.9% (n = 81,000)
RXF 393: RXF 393 renal cancer cells | actives 6.9% (n = 77,000) | AID 1794773
SN12C: SN12C renal cancer cells; actives 3.8% (n = 81,000)
IGROV1: IGROV1 ovarian cancer. actives 4.7% (n = 79,000). AID 1794786
ACHN: ACHN renal cancer | actives 4.9% (n = 81,000) | AID 1794771
786-0: 786-0 renal cancer cells | actives 5.1% (n = 81,000) | AID 1794775
SK-OV-3: SK-OV-3 ovarian cancer cells | actives 3.2% (n = 80,000) | AID 1794785
* = called active by the depositor; · = no result given; & = joins results of further samples; [ ] = another dose, or the depositor's remark. The calls were made as follows: active = growth percent below 10; inactive = the rest.

SMILES	UO-31	TK-10	RXF 393	SN12C	IGROV1	ACHN	786-0	SK-OV-3
CC(=O)Oc1ccccc1C(=O)Nc1ccc(C(=O)/C=C/c2ccco2)cc1	95	·	105	101	120	105	89	111
COc1c(O)cc2oc3cc(O[C@H]4OC[C@H](O)C(O)C4O)c(CC=C(C)C)c(O)c3c(=O)c2c1CC=C(C)C (some centres undefined)	78	103	109	96	88	108	109	110
CN1c2c(C(=O)NC3CC3)cnn2CC1c1ccccc1 (centres undefined)	90	96	104	105	92	95	97	102
CCC(=O)OC1=CN2C(=NC(c3ccc(N)cc3)=CC2c2ccc(Cl)cc2)S1 (centres undefined)	79	80	106	91	95	98	92	103
Cc1nc2nc(C)c(C)nc2nc1C	90	99	104	97	113	103	102	108
O=C1N(Cc2cc(F)cc(F)c2)c2ccccc2S(=O)(=O)N1c1cccnc1Cl	88	108	105	100	102	103	92	102
N#Cc1ccc(NC(=O)NCCCl)cc1	81	111	133	105	111	102	116	109
COc1cc(/C=C2\CC/C(=C\c3ccc(OCCn4ccnc4)c(OC)c3)C2=O)ccc1OCCn1ccnc1	81	100	87	95	91	86	91	110
O=c1c2ccccc2nc(N/N=C/c2ccc(Oc3ccc(Br)cc3)cc2)n1-c1ccc(Cl)cc1	79	147	·	99	94	101	98	110
CC(C(N)=O)N1CCN(c2ccc(Cl)cc2)CC1 (centres undefined)	83	116	105	108	107	113	98	105
S=C(c1cccs1)N1CCN(c2ccccc2)CC1	84	99	108	103	100	106	89	107
C=CCn1c(=S)[nH]c2c(Cl)cc(Cl)cc2c1=O	93	128	124	99	108	106	101	99
O=C(c1ccccc1)C(CCc1ccccn1)CCc1ccccn1	75	97	120	96	93	106	98	96
O=C(Nc1ccc(NC(=O)c2cc(S(=O)(=O)Nc3ccccc3)c(O)c(O)c2O)cc1)c1cc(S(=O)(=O)Nc2ccccc2)c(O)c(O)c1O	85	92	100	96	104	107	95	96
NC(=O)c1c(NC(=O)COC(=O)c2ccccc2)sc2c1CCC2	89	131	53	99	63	105	99	106
O=C(/C=C\c1ccc(NCc2ccc(C(=O)O)cc2)cc1)CCl	79	93	65	80	90	93	90	106
CC(=O)O[C@]1(C(C)=O)CCC2C3C[C@H](C)C4=CC(=O)CC[C@]4(C)C3CC[C@@]21C (some centres undefined)	66	106	119	63	82	97	97	82
O=C(Cc1ccccc1)CC(CC(=O)c1ccccc1)c1ccccc1 (centres undefined)	62	114	97	98	98	97	94	100
[N-]=[N+]=Nc1ccc(-c2cc3cnc4ccccc4c3oc2=O)cc1	93	112	99	96	104	108	95	104
C=CCC#CCN1CCC[C@H]1C(=O)NCC(=O)OC	94	99	107	103	100	105	103	103
O=C(N/N=C/c1ccc2c(c1)OCO2)c1ccncc1	79&83	111&91	103&114	98&94	87&89	103&107	101&109	104&101
CCSc1ccnc(SCC)n1	75	107	114	105	99	108	101	89
O=[N+]([O-])c1ccccc1Nc1ccccc1[N+](=O)[O-]	94&81	99&97	113	98&97	118&101	102&105	102&98	105&104
CS(=O)(=O)c1ccc(C2=C(c3ccccc3)C(=O)OC2)cc1	79	120	128	109	104	99	105	114
Nc1nc(-c2cc3c(cc2Cl)NC(=O)/C3=C/c2ccccc2)cs1	46	100	63	52	35	·	84	81
NS(=O)(=O)c1cc(=O)[nH]c(=O)[nH]1	100	113	·	108	121	104	105	108
CCCC(=O)Nc1ccc(OC)cc1	103	100	115	100	117	114	98	112
O=C(O)c1cccnc1Sc1nc2ccc(Cl)cc2c(=O)n1-c1ccccc1	80	158	102	104	99	117	107	102
COc1ccccc1C(=O)NNC(=O)CSc1nc2c(c(=O)[nH]1)CCCC2	62	132	·	102	92	99	115	94
O=S(=O)(Oc1ccc(/C=N/NC(=S)Nc2ccccc2)cc1)C(F)(F)C(F)(F)C(F)(F)C(F)(F)C(F)(F)C(F)(F)C(F)(F)C(F)(F)F	87	104	93	97	102	104	104	111
CC(C)(C)c1nn(-c2ccccc2)c2c1COCN2Cc1ccc(C(F)(F)F)cc1	88	132	99	96	121	96	85	97
CC(C)(C)Nc1nc2c(OCCc3ccccc3)cccn2c1-c1ccc(O)cc1	57	113	21	64	75	65	73	110
O=C(CCN1CCCCCC1)c1ccccc1	108	112	93	108	109	104	108	110
Oc1ccc2ccccc2c1Sc1ccc2ccccc2c1	53	91	·	95	106	99	103	97
CCN1C2CCC1/C(=C\c1ccccc1)C1=C2[C@@H](c2ccccc2)C(C#N)=C(N)O1 (some centres undefined)	78	106	112	99	82	104	95	98
COc1ccc(OC)c(CCn2cncc2-c2c[nH]c3cc(F)ccc23)c1	62	104	72	76	74	79	88	96
O=C1CCc2c(sc3[nH]c(=S)n(-c4ccc(OC(F)(F)F)cc4)c(=O)c23)C1	44	104	37	31	56	80	100	104
FC(F)(F)c1ccc(/C=N/Nc2nnc3n2N=C(c2ccc(Cl)cc2)CS3)cc1	40	53	3.0*	58	49	28	28	41
O=C(Nc1ccc(NCCN2CCOCC2)nc1)c1ccc([N+](=O)[O-])cc1	96	114	124	107	121	109	104	107
O=C(Oc1cc(Cl)ccc1Cl)c1ccccc1	68	127	134	100	41	103	72	121
C[C@@H](O)/C=C/[C@H]1C(CO)=CC(=O)CC1(C)C	84	101	85	102	105	103	97	117
CC1=C(C(=O)/C=C/c2ccccc2)C(c2ccccc2)NC(=S)N1 (centres undefined)	76	139	104	100	94	101	97	112
COc1ccccc1-n1cc(C#N)c(N)c1C(C)=O	94	103	102	93	105	104	105	102
CC(CCSCCO)SCCO (centres undefined)	92	99	108	101	109	115	104	110
Cc1ccc(Nc2ncnc(Cl)c2N)cc1	100	107	121	103	135	102	96	110
Fc1cccc(CNc2c3ccccc3nc3ccccc23)c1F	40	89	60	49	53	31	65	76
COc1ccc(C2C(C(=O)Nc3cccc(C(F)(F)F)c3)=C(C)NC3=C2C(=O)CC(C)(C)C3)cc1 (centres undefined)	48	105	78	82	96	90	82	95
COC(=O)c1c2c(c(C)[n+]([O-])c1C)C(=O)C=C(NCc1cccc(Cl)c1)C2=O	-18*	14	-32*	-91*	-54*	-45*	6.9*	·
Clc1cc(Cl)c(OCCBr)cc1Cl	86	114	·	107	119	93	101	101
CSC1=NC2C(N(C)C(=O)N2C)N1/N=C/C=C/c1ccco1 (centres undefined)	81	92	91	99	104	104	99	93
Cc1c(C(N)=O)sc2c1c(=O)n(Cc1ccccc1)c1nnc(Nc3ccccc3)n21	68	113	113	99	104	96	105	99
Fc1c[c-]c(-c2ccccn2)c(F)c1.[CH3-].[Pt+2].c1ccc(P(C[PH+](c2ccccc2)c2ccccc2)c2ccccc2)cc1	-98*	-30*	-82*	-32*	-22*	-100*	-52*	9.1*
CSc1ccc(C)cc1	97	140	115	109	108	104	113	118
Cc1cc(C)n(C(=O)CSc2ncnc3c2c(-c2ccccc2)c(-c2ccccc2)n3-c2cccc(Cl)c2)n1	66	120	105	93	92	85	95	90
Cn1c(=O)c2c(ncn2CCOC(=O)C(C)(C)Oc2ccc(Cl)cc2)n(C)c1=O	96	106	125	101	115	97	97	112
Brc1ccc2c(-c3cncn3CCc3ccccc3)c[nH]c2c1	70	111	87	80	84	94	91	120
Clc1ccc(-c2cn3cc(Cc4ccc(Cl)c(Cl)c4)sc3n2)cc1	68	112	104	77	63	47	84	106
COc1cccc(-c2nn(-c3ccccc3)cc2-c2ccnc(N3CCN(C(=O)Nc4cccc(C(F)(F)F)c4)CC3)c2)c1	57	93	60	75	90	64	82	·
Cc1ccc(S(=O)(=O)N/N=C/c2cn(-c3ccc(F)cc3)nc2-c2ccc(S(C)(=O)=O)cc2)cc1	90	103	117	100	100	102	100	105
Cc1ccc(Oc2nc3ccccc3cc2-c2nnc(COc3ccccc3)o2)cc1	54	140	99	92	77	92	94	90

Profiles, looked up by structure:
CSC1=NC2C(N(C)C(=O)N2C)N1/N=C/C=C/c1ccco1 (centres undefined) is listed with UO-31: 81; TK-10: 92; RXF 393: 91; SN12C: 99; IGROV1: 104; ACHN: 104; 786-0: 99; SK-OV-3: 93
Cn1c(=O)c2c(ncn2CCOC(=O)C(C)(C)Oc2ccc(Cl)cc2)n(C)c1=O is listed with UO-31: 96; TK-10: 106; RXF 393: 125; SN12C: 101; IGROV1: 115; ACHN: 97; 786-0: 97; SK-OV-3: 112
COc1cccc(-c2nn(-c3ccccc3)cc2-c2ccnc(N3CCN(C(=O)Nc4cccc(C(F)(F)F)c4)CC3)c2)c1 is listed with UO-31: 57; TK-10: 93; RXF 393: 60; SN12C: 75; IGROV1: 90; ACHN: 64; 786-0: 82; SK-OV-3: ·

Other entries follow:
SMILES	UO-31	TK-10	RXF 393	SN12C	IGROV1	ACHN	786-0	SK-OV-3
O=C(O)c1ccc(N2C(=O)/C(=C\c3ccc(-c4ccc(F)cc4)o3)SC2=S)cc1	63	113	119	98	96	99	103	101
[2H]C([2H])([2H])Oc1ccc(/C=C/C(=O)/C=C(/C=C/c2ccc(OC([2H])([2H])[2H])c(OC([2H])([2H])[2H])c2OC([2H])([2H])[2H])OB(F)F)c(OC([2H])([2H])[2H])c1OC([2H])([2H])[2H]	39	74	84	57	57	14	71	103
CCN(CC)c1ccc(/C=N/Nc2nc(-c3ccc(Br)cc3)cs2)c(O)c1	65	96	65	23	79	76	50	103
Cc1ccc(C)c(CCCC(=O)O)c1	90	115	113	103	123	104	108	110
N#Cc1c(-c2ccco2)nc(SCC(=O)Nc2cccc(Cl)c2)[nH]c1=O	101	130	109	101	110	97	103	84
Cc1cccc2c(=O)c3c(sc12)c(NCCCN)nc1ccccc13	20	29	31	22	-24*	-83*	53	·
COc1ccc(-c2cc(C(=O)N3CC(C)OC(C)C3)on2)cc1OC1CCCC1 (centres undefined)	76	104	94	94	89	93	93	·
N#CC1(C#N)C2CCCCC2(/C=N/Nc2ccccc2)C1(C#N)C#N (centres undefined)	68	105	111	94	99	96	98	104
CSc1nc(-c2cccc(N)c2)c(C#N)c(=O)n1C	78	102	111	93	100	96	107	106
Cc1cnc(CN(C)C[C@H]2Cc3c(cccc3N3CCNCC3)CN2)c(C)c1	74	63	78	74	72	98	90	69
CC1OC(n2cnc3c(=S)nc[nH]c32)C(O)C1O (centres undefined)	105	99	125	94	120	108	102	92
O=C(NC1CCC(CN2CCOCC2)CC1)C1CCC2NOC(C3CCCCC3)C2C1 (centres undefined)	74	109	102	93	115	91	97	106
Cc1ccc2c(n1)C(=O)C(Cl)=C(Nc1ccc(C(=O)OC(C)(C)C)cc1)C2=O	46[9.25 µM]	84[9.25 µM]	-19*[9.25 µM]	88[9.25 µM]	85[9.25 µM]	-22*[9.25 µM]	-56*[9.25 µM]	101[9.25 µM]
Cc1onc2c(=O)[nH]nc(-c3ccccc3)c12	120	·	115	109	145	101	109	114

Some of the entries so far, as a markdown table:
| molecule | UO-31 | TK-10 | RXF 393 | SN12C | IGROV1 | ACHN | 786-0 | SK-OV-3 |
| --- | --- | --- | --- | --- | --- | --- | --- | --- |
| COc1ccc(-c2cc(C(=O)N3CC(C)OC(C)C3)on2)cc1OC1CCCC1 (centres undefined) | 76 | 104 | 94 | 94 | 89 | 93 | 93 | · |
| N#CC1(C#N)C2CCCCC2(/C=N/Nc2ccccc2)C1(C#N)C#N (centres undefined) | 68 | 105 | 111 | 94 | 99 | 96 | 98 | 104 |
| CSc1nc(-c2cccc(N)c2)c(C#N)c(=O)n1C | 78 | 102 | 111 | 93 | 100 | 96 | 107 | 106 |
| Cc1cnc(CN(C)C[C@H]2Cc3c(cccc3N3CCNCC3)CN2)c(C)c1 | 74 | 63 | 78 | 74 | 72 | 98 | 90 | 69 |
| CC1OC(n2cnc3c(=S)nc[nH]c32)C(O)C1O (centres undefined) | 105 | 99 | 125 | 94 | 120 | 108 | 102 | 92 |
| O=C(NC1CCC(CN2CCOCC2)CC1)C1CCC2NOC(C3CCCCC3)C2C1 (centres undefined) | 74 | 109 | 102 | 93 | 115 | 91 | 97 | 106 |
| Cc1ccc2c(n1)C(=O)C(Cl)=C(Nc1ccc(C(=O)OC(C)(C)C)cc1)C2=O | 46[9.25 µM] | 84[9.25 µM] | -19*[9.25 µM] | 88[9.25 µM] | 85[9.25 µM] | -22*[9.25 µM] | -56*[9.25 µM] | 101[9.25 µM] |
